Compound activity (PubChem BioAssay)
tim10-1 inh: growth inhibitors of tim10-1 mutant yeast; S. cerevisiae tim10-1 ts strain growth, BacTiter-Glo, 24 h; inhibition, % at 20 µM; actives 2.2% (n = 330,000); AID 463190;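 active = inhibition of at least 40%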;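 note: mutant grown at 25 °C; 0% = DMSO wells with yeast and 100% = wells holding no yeast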
XBP1 UPR activ: adaptive UPR (XBP1) activation; actives 0.33% (n = 330,000); CHO-XBP1 luciferase reporter, IRE1-XBP1 UPR activation, luminescence; percent of tunicamycin response, DMSO as zero; AID 463104; activation, % at 20 µM;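 active = versus positive control, 20 µM dose yields 30% or more activation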;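 note: 100% = tunicamycin at 10 µg/mL and 0% = DMSO only wells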
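assay system = CHO-XBP1 luciferase reporter cells | amount = 1000 cells/well | buffer or medium = F12 plus 10% FBS | compound dosing = single point, 20 µM final compound, 1% DMSO | incubation = 16-18 h cell attachment at 37 °C, then 6 h compound exposure | detection = Steady-Glo luminescence read | controls = tunicamycin 10 µg/mL and vehicle-only wells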
Mdm2 MdmX PPI: inhibitors of human Mdm2/MdmX interaction; O15151+Q00987; actives 3% (n = 330,000); inhibition, % at 8 µM; AID 485346; SaOS-2 split-luciferase Mdm2/MdmX complementation, luminescence;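 active = inhibition of at least 50% at 8 µM in the primary screen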
Target sequence (O15151 whole entry, looked up): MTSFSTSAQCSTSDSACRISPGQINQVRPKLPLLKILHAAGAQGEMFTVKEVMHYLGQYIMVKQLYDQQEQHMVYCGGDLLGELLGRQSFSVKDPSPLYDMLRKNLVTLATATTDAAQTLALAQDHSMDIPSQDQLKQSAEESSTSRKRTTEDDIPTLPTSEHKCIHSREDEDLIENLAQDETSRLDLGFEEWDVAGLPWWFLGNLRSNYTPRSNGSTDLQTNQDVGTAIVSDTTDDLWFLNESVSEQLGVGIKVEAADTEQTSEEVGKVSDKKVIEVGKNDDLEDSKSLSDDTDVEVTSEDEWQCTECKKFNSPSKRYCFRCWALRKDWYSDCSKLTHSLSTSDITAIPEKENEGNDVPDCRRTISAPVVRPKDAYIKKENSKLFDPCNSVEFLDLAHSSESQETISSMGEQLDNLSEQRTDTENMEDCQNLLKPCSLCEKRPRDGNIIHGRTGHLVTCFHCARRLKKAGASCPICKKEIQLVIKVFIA
Target sequence (Q00987 whole entry, looked up): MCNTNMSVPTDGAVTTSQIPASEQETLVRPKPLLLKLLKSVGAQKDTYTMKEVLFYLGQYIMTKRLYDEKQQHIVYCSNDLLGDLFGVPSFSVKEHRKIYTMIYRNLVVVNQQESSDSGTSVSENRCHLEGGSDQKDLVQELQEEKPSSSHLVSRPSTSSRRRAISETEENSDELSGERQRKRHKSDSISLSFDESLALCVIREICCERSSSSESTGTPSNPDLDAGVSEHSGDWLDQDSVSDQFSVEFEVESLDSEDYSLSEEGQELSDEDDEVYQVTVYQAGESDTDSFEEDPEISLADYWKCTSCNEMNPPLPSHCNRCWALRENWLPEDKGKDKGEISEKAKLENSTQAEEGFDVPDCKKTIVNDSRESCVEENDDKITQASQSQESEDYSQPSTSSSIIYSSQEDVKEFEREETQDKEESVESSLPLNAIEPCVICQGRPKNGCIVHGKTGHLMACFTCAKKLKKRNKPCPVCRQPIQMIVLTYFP
UPR CHOP act: activators of apoptotic arm of unfolded protein response (CHOP); CHO-CHOP luciferase reporter, UPR activation, luminescence; percent of tunicamycin response over DMSO baseline; activation, % at 10 µM; actives 0.34% (n = 330,000); AID 449763;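 active = at 10 µM dose, activation of 40% or more, normalized to positive control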;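 note: 100% = tunicamycin at 10 µg/mL and 0% = DMSO alone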
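System: CHO CHOP reporter cells. Amount: 500 cells per well. Buffer or medium: F12 medium, 10% FBS. Compound dosing: one dose, 10 µM in 0.5% DMSO. Incubation: 6 h compound exposure at 37 °C after overnight seeding. Technique: Steady-Glo luciferase luminescence. Benchmarks: tunicamycin and DMSO controls.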
TIM10 inh: TIM10 yeast growth inhibition. S. cerevisiae TIM10 strain growth, BacTiter-Glo luminescence, 24 h. inhibition, % at 10 µM. actives 1.4% (n = 330,000). AID 463195;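 active = inhibition of 40% or more at the single tested concentration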;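 note: wild-type TIM10 isogenic control strain grown at permissive 25 °C; 0% = DMSO yeast wells and 100% = minimal medium wells without yeast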
Jurkat NFkB inh: lowers PMA/ionomycin-induced NF-kB signal in Jurkat cells; PMA/ionomycin-induced NF-kB luciferase reporter, luminescence; inhibition, % at 4 µM; actives 0.53% (n = 330,000); in the data active = inhibition above about 50%
tim23-1 inh: inhibits growth of tim23-1 mutant yeast | S. cerevisiae tim23-1 growth, BacTiter-Glo luminescence, 24 h | inhibition, % at 20 µM | actives 1.3% (n = 330,000) | AID 463212;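 active = growth inhibition of the mutant yeast at or above 50%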;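 note: temperature-sensitive mutant grown at 25 °C; plate controls were DMSO-treated mutant yeast for no effect and medium wells lacking yeast for full effect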
697 NFkB inh: lowers PMA/ionomycin-induced NF-kB signal in 697 B cells; actives 0.33% (n = 330,000); AID 435022; 697 B-cell NF-kB luciferase reporter, 16 h; inhibition, % at 4 µM; in the data active = inhibition above about 35%
Numbers without * were called inactive; . = no result given.

SMILES	tim10-1 inh	XBP1 UPR activ	Mdm2 MdmX PPI	UPR CHOP act	TIM10 inh	Jurkat NFkB inh	tim23-1 inh	697 NFkB inh
CCOC(=O)Cc1csc(SCC(=O)NC2CCCCC2)n1	15	0	-17	-0.6	11	7	7	2
O=C(Nc1nc(-c2cc3ccccc3o2)cs1)c1ccc(S(=O)(=O)N2CCCC2)cc1	16	1	28	9.1	-1	27	-6	23
NC(=O)Cc1ccc(C(=O)c2ccccc2)s1	-6	5	10	1.3	-12	5	6	-6
O=C(Cn1cnc2cc([N+](=O)[O-])ccc2c1=O)NCCc1ccc(F)cc1	4	-2	-6	0.1	-9	6	-1	15
O=C(CSc1ccncc1)Nc1ccc2ccccc2c1	-28	-3	-15	2.3	1	-8	-444	-10
CCCN1CCN(C(=O)c2ccc(-c3ccc([N+](=O)[O-])cc3)o2)CC1	-9	0	-27	-0.3	-9	18	-7	15
CCOC(=O)c1sc(NC(=O)CSc2nc3c(cc2C#N)CCCCC3)c(C#N)c1C	8	2	72*	2.3	8	-18	-33	-122
CC(C)(C)OC(=O)N[C@H]1C=C[C@H](OC(=O)CC(=O)OCC(F)(F)F)C1	21	0	-16	1.1	5	.	39	9
CCOC(=O)c1c(NC(C)=O)sc2c(OCC(O)CNC(C)(C)C)c(Br)ccc12 (stereo not drawn)	19	62*	100*	0.9	4	6	-14	-12
COC(=O)c1cc(C#N)c(NCc2ccc(Cl)cc2Cl)nc1C	-8	-2	6	2.5	8	10	2	10
CCc1ccccc1Nc1nc(N)nc(COC(=O)C2CCN(C(=O)c3ccc(F)cc3)CC2)n1	6	-4	41	2.0	0	2	13	26
O=C(NCC1CCCCC1)C1CCC(=O)N(CCc2cccc(F)c2)C1 (stereo not drawn)	-2	-5	8	0.2	3	20	9	15
FC(F)(F)C(Oc1nc(NC2CCCCC2)nc(N2CCOCC2)n1)C(F)(F)F	20	-2	2	-1.0	3	2	40	-59
COc1ccccc1-c1sc2ccccc2c1-c1ccc(OCCN2CCOCC2)cc1	19	-1	34	1.7	15	.	38	0
Cc1c2c(nc3c(C)cccc13)OC(C)C2 (stereo not drawn)	22	-1	2	1.4	8	2	13	6
O=C(c1cc2cc(Br)ccc2o1)N1CCOCC1	9	4	6	4.6	-3	-12	11	-20
O=C(O)/C=C/C(=O)Nc1ccc(SC(F)(F)F)cc1	-4	-2	16	-0.5	5	16	48	-19
CCOC(=O)c1ccc(NC2c3ncccc3C(=O)N2Cc2ccc(F)cc2)cc1 (stereo not drawn)	25	0	-12	-1.6	23	-15	19	-46
c1ccc2c(c1)CCNC2c1ccncc1 (stereo not drawn)	-19	-1	5	-0.3	-15	-12	-27	-12
CCOC(=O)N1CCN(CCC(=O)Nc2cc(C)ccc2OC)CC1	7	0	-26	2.3	2	8	4	28
COC(=O)CSc1nc(C)c2ccc(OC)cc2n1	-9	8	2	2.3	-17	-5	-15	-6
CCC(C(=O)NCc1ccco1)n1nc(C)n2c(cc3occc32)c1=O (stereo not drawn)	-4	-3	13	3.2	8	13	6	-6
COc1cc(C=O)ccc1OCCOCCOc1ccc(Cl)cc1Cl	24	-3	35	0.3	5	3	37	10
COc1cc(/C=C2\NC(=S)NC2=O)ccc1OCc1cccc(C(=O)O)c1	17	-1	18	-0.8	-15	3	13	-1
COc1ccc(-c2cc(C)nc(SCC(=O)c3cccc([N+](=O)[O-])c3)n2)cc1	18	2	-2	1.0	20	8	18	11
CC(C)CC(NC(=O)C1CCC(C)CC1)C(=O)NCc1cccnc1 (stereo not drawn)	2	1	8	0.1	-1	-5	3	-20
Cc1ccc(C(=O)NNC(=O)c2ccoc2C)s1	3	-2	0	-0.2	0	-14	0	9
CCN(CC)C(=O)[C@H]1CC(CC(=O)NC/C=C(\C)CCC=C(C)C)C(=O)N2CCc3c([nH]c4ccc(OC)cc34)[C@]12C (stereo partly drawn)	23	19	87*	8.6	7	.	48	14
CN(C)C(=O)CCc1ccc2c3c([nH]c2c1)[C@]1(C)[C@@H](C(=O)N2CCOCC2)C[C@H](CC(=O)NCCCn2ccnc2)C(=O)N1CC3	15	7	-14	4.5	-8	.	32	16
CNC(=O)CSc1nnc(-c2ccco2)n1-c1ccc(C)cc1	4	-4	12	-1.7	-7	11	1	5
CCC(C(=O)OCC(=O)NCc1ccc2c(c1)OCO2)c1ccccc1 (stereo not drawn)	4	-3	-15	-1.1	-2	-1	7	14
N=c1oc2ccc(Br)cc2cc1C(=O)NCc1ccc(F)cc1	17	-1	-11	3.4	5	2	17	-20
CC(=O)/C(=N\Nc1cccc(Cl)c1)Sc1cccc2cccnc12	15	0	-9	1.2	7	-4	-5	-29
Cc1cccc(C(=O)NNC(=O)c2ccc(NS(=O)(=O)c3cccs3)cc2)c1C	-7	-5	14	-1.9	1	-13	-6	6
Cc1ccc(C)c(NS(=O)(=O)c2ccc(-c3ccc(=O)[nH]n3)o2)c1	-11	-3	23	3.1	2	-2	-6	0
CCCC(=O)NC(=S)NNC(=O)c1ccc([N+](=O)[O-])cc1	19	-2	15	0.5	9	5	12	16
Cc1ccc(C)c2sc(NC(=O)c3ccc(N4C(=O)CCC4=O)cc3)nc12	-13	0	-7	2.6	-18	-3	-4	19
Cc1ccccc1CNC(=O)CCn1nc(C)c2c(C)n(-c3ccccc3)nc2c1=O	20	-3	1	5.1	-2	9	8	10
O=C(NCC(c1cccs1)N1CCOCC1)c1cccnc1 (stereo not drawn)	-19	1	-8	0.6	1	9	-1	16
CC(=O)/C(N=Nc1ccc2c(c1)OCO2)=C(\C)O	19	0	-30	3.6	3	-64	13	-69
COC(=O)c1c(C)[nH]c(C(=O)CSc2ncnc3sc(-c4ccccc4)cc23)c1C	9	10	67*	-0.2	10	14	2	-40
COc1ccc(O)c(-c2[nH]ncc2C(=O)c2ccccc2C)c1	21	3	19	-2.2	18	3	16	14
O=C(c1cccc2ccccc12)N1CCN(Cc2ccccc2F)CC1	35	-3	18	-0.1	11	-4	31	-7
C/C(=N\NC(=S)NC(C)C)c1ccccc1OC(F)F	41*	0	17	-2.0	25	-7	26	-4
COc1ccc(NC(=O)C2CCCO2)c(OC)c1 (stereo not drawn)	1	-3	9	0.0	4	2	9	-8
CN(CC(=O)Nc1ccc(F)cc1)C(=O)c1ccc(OCc2cn3ccccc3n2)cc1	11	0	0	2.3	-4	-34	3	-28
COc1ccc(C(=O)Nc2ccccc2C(=O)NCCN2CCOCC2)cc1OC	4	0	28	0.9	-10	-11	6	9
COC(=O)c1ccc(C(=O)N2CCCC(CNC(=O)c3ccc(F)cc3)C2)cc1 (stereo not drawn)	9	3	21	1.5	-6	-3	15	-21

A portion of the results above, as a working copy:
SMILES	tim10-1 inh	XBP1 UPR activ	Mdm2 MdmX PPI	UPR CHOP act	TIM10 inh	Jurkat NFkB inh	tim23-1 inh	697 NFkB inh
COc1ccc(O)c(-c2[nH]ncc2C(=O)c2ccccc2C)c1	21	3	19	-2.2	18	3	16	14
O=C(c1cccc2ccccc12)N1CCN(Cc2ccccc2F)CC1	35	-3	18	-0.1	11	-4	31	-7
C/C(=N\NC(=S)NC(C)C)c1ccccc1OC(F)F	41*	0	17	-2.0	25	-7	26	-4
COc1ccc(NC(=O)C2CCCO2)c(OC)c1 (stereo not drawn)	1	-3	9	0.0	4	2	9	-8
CN(CC(=O)Nc1ccc(F)cc1)C(=O)c1ccc(OCc2cn3ccccc3n2)cc1	11	0	0	2.3	-4	-34	3	-28
COc1ccc(C(=O)Nc2ccccc2C(=O)NCCN2CCOCC2)cc1OC	4	0	28	0.9	-10	-11	6	9
COC(=O)c1ccc(C(=O)N2CCCC(CNC(=O)c3ccc(F)cc3)C2)cc1 (stereo not drawn)	9	3	21	1.5	-6	-3	15	-21

(further entries)
SMILES	tim10-1 inh	XBP1 UPR activ	Mdm2 MdmX PPI	UPR CHOP act	TIM10 inh	Jurkat NFkB inh	tim23-1 inh	697 NFkB inh
Cc1nnc(NC(=O)c2ccc3c(c2)NC(=O)CS3)s1	13	1	11	4.2	6	-8	14	6
Cc1ccc(-n2nc(C)c3c(C)c(CCC(=O)NCC4CCCO4)c(=O)n(C)c32)cc1 (stereo not drawn)	26	-3	24	0.2	2	-1	17	-7
CCOC(=O)c1ccc(S(=O)(=O)N2CCC(N3CCCCC3)CC2)cc1	1	-1	-8	-1.4	0	-2	0	4
C[C@H](CO)N1C[C@H](C)[C@@H](CN(C)C(=O)Nc2ccccc2)Oc2ccc(NC(=O)CCC(F)(F)F)cc2C1=O	-16	1	3	-0.6	-5	4	4	3
COCC1CCCCN1C(=O)c1ccc2oc(CCCc3ccccc3)nc2c1 (stereo not drawn)	26	-1	-12	3.9	15	-27	30	-41
CCC(=O)NNC(=O)Cc1c(C)n(C(=O)c2ccc(Cl)cc2)c2ccc(OC)cc12	13	-1	15	0.1	8	4	17	7
CCN(CC)C(=O)[C@H]1C[C@H](CC(=O)NCCc2ccccn2)C(=O)N2CCc3c([nH]c4cc(CCC(=O)N(C)C)ccc34)[C@]12C	2	-2	19	2.1	-3	.	24	14
CCC(C)NC(=O)CN(C1CCCCC1)S(C)(=O)=O (stereo not drawn)	-1	-2	4	1.2	7	1	1	5
C=CCNC(=O)NC(=O)COC(=O)[C@H](C)NS(=O)(=O)c1c(C)c(C)cc(C)c1C	22	2	2	0.6	10	6	2	-10
O=[N+]([O-])c1ccc(O)c(/C=N/Nc2ccc(Cl)nn2)c1	20	5	40	19	-20	53*	-30	-121
Cc1noc(C)c1COc1ccccc1C(=O)NCc1ccccc1Cl	2	-2	6	1.0	-3	5	6	10
CCOC(=O)c1nc(N)c(=O)n(-c2ccc(C)cc2)n1	11	0	-40	-0.5	14	-4	3	-15
COc1ccccc1NS(=O)(=O)c1cccs1	6	-4	6	0.7	8	-2	19	-3
CC(=O)c1cc2c(cc1NC(=O)CN1Cc3ccccc3C1=O)OCO2	-5	-4	-15	-1.7	3	-4	10	-41
O=C(Nc1cccc(Cl)c1Cl)c1ccccc1NC(=O)C1CC=CCC1C(=O)O (stereo not drawn)	-15	5	20	1.0	-1	-9	5	-9
CCOc1cc(/C=N/n2cnnc2)ccc1OCC(=O)Nc1ccccc1OC	9	3	15	-3.0	11	6	1	17
Cc1cccc(NC(=O)NNC(=O)c2nn(C)cc2Br)c1	8	-1	-4	1.9	0	12	8	-1
Cc1ccc(S(=O)(=O)N(C)CC(=O)N2CCCCCC2)cc1	-4	-2	-12	1.4	1	0	13	-14
COc1ccc(C(=O)N2CCNC(=O)C2CC(=O)Nc2ccc(C)c(C)c2)cc1 (stereo not drawn)	-7	-5	33	-0.4	-3	6	7	19
Cc1sc2nc(SCC(=O)N(CCO)CCO)nc(N)c2c1C	-15	-3	14	0.1	-7	5	3	2
O=C(CN(C(=O)CCC(=O)Nc1nccs1)c1ccc(F)cc1)NCc1ccco1	6	-5	23	0.6	1	-5	2	-2
CC(=O)c1ccccc1OCC(O)CN1CCN(C(c2ccccc2)c2ccccc2)CC1 (stereo not drawn)	1	-2	-3	0.3	-1	-23	3	-37
Cc1ccc(NC(=O)Nc2cccn(Cc3c(F)cccc3Cl)c2=O)cc1	-2	13	5	3.4	-8	2	4	3
COc1ccc(S(=O)(=O)N2CCCCCC2)cc1N(C)S(=O)(=O)c1ccccc1	21	-1	16	0.3	-6	-5	25	-14
COC(=O)c1cc(S(=O)(=O)N2CCN(c3ccc(C(C)=O)cc3)CC2)cn1C	-2	-3	7	-1.7	5	19	-2	-14
